High-throughput results from PubChem BioAssay.
Mdm2 MdmX PPI – human Mdm2/MdmX binding inhibition | AID 485346 | O15151+Q00987 | SaOS-2 split-luciferase Mdm2/MdmX complementation, luminescence | 330,000 compounds, 3% hits | inhibition, % at 8 µM;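 active means inhibition of at least 50% at 8 µM in the primary screen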
NALP3 yeast inh – NALP3 inhibition in yeast. 330,000 compounds, 0.39% hits. inhibition, % at 10 µM. Yeast reconstituted NLRP3/ASC/caspase-1, beta-gal luminescence, 24 h;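 active means inhibition of 50% or more; inactive means inhibition below 50%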;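 further: plate controls were induced DMSO wells for no effect and uninduced yeast grown without galactose for full effect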
APJ agonist – activates the human apelin receptor APJ. CHO-K1 APJ PathHunter beta-arrestin, luminescence; 0% DMSO wells, 100% apelin. activation, % at 20 µM. 330,000 compounds, 0.11% hits;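 active means activation more than six SD over the plate average, tested at 20 µM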;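 further: 0% = DMSO alone and 100% = apelin-13 at 10 nM; some results filed as inactive read as strong as hits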
Target sequence (P35414 whole entry, looked up): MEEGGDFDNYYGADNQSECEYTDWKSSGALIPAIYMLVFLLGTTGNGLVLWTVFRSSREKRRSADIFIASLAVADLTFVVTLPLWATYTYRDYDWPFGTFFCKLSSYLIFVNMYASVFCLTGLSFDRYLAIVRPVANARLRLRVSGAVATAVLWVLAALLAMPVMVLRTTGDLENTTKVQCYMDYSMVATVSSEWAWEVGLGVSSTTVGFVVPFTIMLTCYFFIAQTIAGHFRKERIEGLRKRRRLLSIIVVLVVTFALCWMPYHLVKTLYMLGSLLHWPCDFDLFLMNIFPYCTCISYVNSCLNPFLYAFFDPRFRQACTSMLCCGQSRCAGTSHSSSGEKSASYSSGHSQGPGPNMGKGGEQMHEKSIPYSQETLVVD
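Assay system: CHO-K1 APJ beta-arrestin complementation cell line / Compound: single test compound dose, 20 µM final, 1% DMSO / Times: overnight seeding, 90 min compound at 25 °C, 1 h detection / Technique: beta-gal luminescence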
NR3A LBD binder – modulates the human NR3A ligand-binding domain. Tm shift relative to glycine control, % at 25 µM. AID 1259313. 340,000 compounds, 2.5% hits. NR3A LBD differential scanning fluorimetry, Tm shift; 0% = protein alone, 100% = glycine-bound protein;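 active means melting temperature shift of at least 10% of the positive control shift, at one fixed dose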
UPR XBP1 act – activators of adaptive arm of unfolded protein response (XBP1). CHO-XBP1 luciferase reporter, IRE1-XBP1 UPR activation, luminescence; percent of tunicamycin response, DMSO as zero. activation, % at 20 µM. 330,000 compounds, 0.33% hits;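 active means versus positive control, 20 µM dose yields 30% or more activation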;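 further: 100% = tunicamycin at 10 µg/mL and 0% = DMSO only wells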
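Material: CHO cell line with stable XBP1 luciferase reporter; schedule: 16-18 h cell attachment at 37 °C, then 6 h compound exposure; signal: glow luminescence from Steady-Glo reagent; medium: serum-containing F12 medium, 10% FBS; benchmarks: tunicamycin 10 µg/mL and vehicle-only wells; read-out: percent activation relative to tunicamycin reference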
TIM10 inh – inhibits growth of TIM10 yeast strain | inhibition, % at 10 µM | 330,000 compounds, 1.4% hits | AID 463195 | S. cerevisiae TIM10 strain growth, BacTiter-Glo luminescence, 24 h;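 active means inhibition of 40% or more at the single tested concentration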;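 further: wild-type TIM10 isogenic control strain grown at permissive 25 °C; 0% = DMSO yeast wells and 100% = minimal medium wells without yeast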
CHOP UPR activ – apoptotic UPR (CHOP) activation; AID 449763; 330,000 compounds, 0.34% hits; activation, % at 10 µM; CHO-CHOP luciferase reporter, luminescence; percent of tunicamycin response over DMSO baseline;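 active means at 10 µM dose, activation of 40% or more, normalized to positive control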;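 further: 100% = tunicamycin at 10 µg/mL and 0% = DMSO alone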
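Test system: CHO CHOP reporter cells. Input: 500 CHO-CHOP cells per well. Medium: F12 with 10% FBS. Technique: luciferase luminescence. Measure: percent activation relative to tunicamycin control. Dosing: 10 µM compound, 0.5% DMSO. Timing: 16-18 h cell attachment, then 6 h compound exposure, 37 °C.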
tim10-1 inh – growth inhibitors of tim10-1 mutant yeast | S. cerevisiae tim10-1 ts strain growth, BacTiter-Glo, 24 h | inhibition, % at 20 µM | 330,000 compounds, 2.2% hits;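 active means inhibition of at least 40%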;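 further: mutant grown at 25 °C; 0% = DMSO wells with yeast and 100% = wells holding no yeast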
tim23-1 inh – growth inhibitors of tim23-1 mutant yeast. S. cerevisiae tim23-1 growth, BacTiter-Glo luminescence, 24 h. inhibition, % at 20 µM. 330,000 compounds, 1.3% hits. AID 463212;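 active means growth inhibition of the mutant yeast at or above 50%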;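 further: temperature-sensitive mutant grown at 25 °C; plate controls were DMSO-treated mutant yeast for no effect and medium wells lacking yeast for full effect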
* marks the source's active call; other numbers are inactive results; . = not tested or not shown.

molecule	Mdm2 MdmX PPI	NALP3 yeast inh	APJ agonist	NR3A LBD binder	UPR XBP1 act	TIM10 inh	CHOP UPR activ	tim10-1 inh	tim23-1 inh
COc1cc(CCC(=O)OCC(=O)NCCc2ccc(S(N)(=O)=O)cc2)cc(OC)c1OC	13	8	-3	2	0	-5	-1.0	9	11
COCCn1c(COc2cccc(OC)c2)nnc1SCC(=O)NC1CCCC1	22	8	-1	-1	-1	-6	2.9	-3	-10
Cc1ccc(NC(=O)c2cc(-c3ccc(F)cc3)on2)cc1C	-21	10	-2	-1	-2	-6	3.5	-1	-4
Cc1ccc(NC(=O)Cn2c(=O)cnc3ccccc32)cc1S(=O)(=O)N1CCCCC1	18	8	2	0	-3	1	-2.2	5	-2
CCCCNc1c(-c2ccc(SC(C)CC)cc2)nc2cnccn12 (centres undefined)	52*	41	3	-3	57*	-21	4.3	-22	36
CCOC(=O)c1ccc(NC(=O)c2nc[nH]c2C(=O)N[C@@H](CC(C)C)C(=O)OC(C)(C)C)cc1	42	9	0	-8	2	10	2.1	18	15
CCCCn1nnnc1SCC(=O)N1CCCC1	-18	23	1	-1	2	-5	-0.3	8	10
CC1CCN(C(=O)COC(=O)c2cccc(NS(=O)(=O)c3ccccc3)c2)CC1	2	27	-2	-2	-3	1	2.2	-1	8
Cc1cc(C)nc(NC2=NCC(=O)N2c2ccc3c(c2)OCCO3)n1	1	0	2	0	1	4	-1.5	9	-4
CCOCCCNC(=O)C(NC(=O)CNC(C)=O)c1ccc(Cl)cc1 (centres undefined)	-5	5	5	1	0	-6	0.5	-6	-9
CCCn1c(=O)c2ccccc2n2c(SCCOc3ccc(Cl)cc3)nnc12	4	17	-7	.	-4	-7	0.2	11	10
COc1cc(CC(=O)OCn2nnc3ccccc3c2=O)cc(OC)c1OC	12	1	-1	-1	0	8	1.8	20	8
OC(COCC1COc2ccccc2O1)CN1CCN(c2ccc(F)cc2)CC1 (centres undefined)	-20	24	0	8	-2	-3	-0.3	10	0
COC(=O)[C@]1(Cc2ccccc2)N[C@H](CN(C)C(=O)c2ccc(C)cc2)[C@@H]2C(=O)N(C)C(=O)[C@@H]21	-1	-3	-2	-1	3	-1	0.8	6	11
CCOc1ccc(-c2cc(C(=O)OC)nc3c2c(=O)n(C)c(=O)n3C)cc1	46	10	-1	1	-2	-15	-0.4	3	11
Clc1cccc2sc(N3CCCC3)nc12	5	19	-2	0	3	23	3.8	27	27
Cc1[nH]c2ccccc2c1/C=N/NC(=O)CNC(=O)c1ccc2c(c1)OCO2	8	-16	-3	0	1	3	-0.9	16	-2
O=S(=O)(Nc1ccc(Cl)cn1)c1cnc(Cl)c(Br)c1	-1	7	0	-4	1	-5	-1.5	17	23
Cc1cc(Oc2ncccc2[N+](=O)[O-])c2cc(Cl)ccc2n1	56*	10	2	3	-1	9	-2.2	29	20
Cc1ccc(Sc2cnccc2C#N)cc1	8	11	-1	-1	1	20	-1.5	27	31
COc1ccccc1NC(=S)N(CCN1CCOCC1)Cc1ccccc1F	-19	8	-3	-1	-3	7	0.7	18	8
COc1ccc(C(C)(C)C)cc1NC(=O)COc1ccc(-c2nnco2)cc1	27	8	-2	1	5	-1	-0.6	5	22
Cn1c(SCC(=O)NC(=O)CN2CCCC2=O)nnc1-c1ccc(F)cc1	5	-5	0	0	0	13	1.4	11	-2
COc1ccccc1C(CNC(=O)C1CC(=O)N(Cc2ccccc2)C1)N1CCCC1 (centres undefined)	16	5	-3	-1	0	5	-2.0	-20	5
CCOc1ccc(CCNC(=O)c2nccnc2C(=O)O)cc1OCC	13	9	-1	3	-3	-4	-1.0	4	-8
CS(=O)(=O)c1ccccc1C(=O)N(CCc1ccccc1)Cc1ccccc1	-2	-3	-6	-2	-1	5	0.2	10	16
Cc1ccc(C(=O)Oc2ccc(C(=O)COC(=O)C3CC(=O)N(Cc4ccco4)C3)cc2)cc1 (centres undefined)	-24	6	-10	2	5	41*	5.2	40	21
CCOc1ccc(C2NC(=O)c3ccccc3O2)cc1 (centres undefined)	7	22	-3	-2	6	30	-1.9	16	21
N#C[C@@H]1[C@@H]2C(=O)N(c3ccc4c(c3)OCCO4)C(=O)[C@@H]2C2c3ccccc3C=CN21 (some centres undefined)	-10	1	-3	.	-7	5	-1.8	20	19
Cn1c(=O)[nH]c(=O)c2c1nc(NCCCn1ccnc1)n2Cc1ccccc1	18	14	-5	-3	-2	-18	-3.0	-32	-9
COc1ccc(C(C(=O)NC(C)(C)C)N(C(=O)CNC(=O)c2cccs2)c2ccc(C(C)C)cc2)cc1OC (centres undefined)	-14	11	1	-1	-6	1	-0.5	-8	10
CCCCn1c(SCC(=O)NCCOC)nc2ccc(N3CCOCC3)cc2c1=O	13	6	2	2	-1	10	0.6	22	-3
COc1cc(-c2nc3ccccn3c2/N=C/c2cccc(F)c2)ccc1O	-5	18	3	-29	7	40	0.4	26	25
CN(C)c1nc(NCc2ccccc2)nc(SCC(=O)Nc2ccccc2Cl)n1	-28	16	-3	0	-2	7	-1.6	30	18
Cc1ccccc1N1C(=O)c2cccc3cccc(c23)C1=O	15	9	2	2	-2	14	-0.8	3	40
COc1ccc2[nH]c(=O)c(CN(C(=O)C3CCCO3)c3ccc(C)cc3)cc2c1 (centres undefined)	8	-1	-2	0	-1	3	0.3	0	-10
Cc1c(C)c2ccc(OCC(=O)N3CCN(C(=O)C4COc5ccccc5O4)CC3)cc2oc1=O (centres undefined)	21	-2	2	-3	0	-5	0.9	5	3
CC(=O)c1ccc([N+](=O)[O-])c(CS(=O)(=O)c2ccc(Cl)cc2)c1	-25	11	3	0	2	-2	0.2	-5	-6
Cc1cccc(NC(=O)CSc2nccn2Cc2ccco2)c1C	17	11	1	1	3	4	1.7	10	22
CCCC(=O)Nc1nc2ccc(NC(=O)c3ccccc3F)cc2s1	55*	20	0	6	6	6	3.6	-10	11
COc1cccc(NC(=O)c2ccc3c(SCC(=O)O)c4c(nc3c2)CCCC4)c1	18	1	-4	4	0	0	2.3	-2	5
COc1ccc(NC(=O)c2cc3c(s2)CCC(C)C3)cc1S(=O)(=O)N1CCOCC1 (centres undefined)	39	-10	0	-6	-4	10	0.3	21	19
O=C(c1nc2nc(-c3ccc(Cl)cc3)cc(C(F)(F)F)n2n1)N1CCOCC1	-2	6	-3	0	6	3	0.6	3	5
CC1=Nn2c(nnc2C2CCCCC2)SC1	7	4	0	0	-1	-15	-1.9	-5	-11
COc1cccc(NC(=O)CSc2nnc3ccc(-c4ccccn4)nn23)c1	27	2	3	2	1	12	-0.2	-5	12
Cc1ccc(S(=O)(=O)NC2CCSC2=O)cc1C (centres undefined)	-18	14	-5	1	-1	2	-0.6	-9	2
O=C(C[n+]1ccc(/C=N/O)cc1)NC1CCCCC1	3	32	-1	-2	0	16	-0.8	12	25
COc1ccc(NC(=O)CSc2c3c(nc4ccccc24)CCCC3)c(OC)c1	24	13	-1	-2	-4	20	1.7	34	33
COc1ccccc1NS(=O)(=O)c1cccc(C(=O)NNC(=O)c2ccc(Cl)nc2)c1	-19	7	-4	4	-2	-3	1.0	5	8
O=C(Nc1cccc(F)c1)C1CCCN(c2cnccn2)C1 (centres undefined)	19	4	0	2	-1	-6	1.2	9	6

Shown with values under each structure: entries from further up.
Under each structure: Mdm2 MdmX PPI | NALP3 yeast inh | APJ agonist | NR3A LBD binder | UPR XBP1 act | TIM10 inh | CHOP UPR activ | tim10-1 inh | tim23-1 inh
> CN(C)c1nc(NCc2ccccc2)nc(SCC(=O)Nc2ccccc2Cl)n1
→ -28 | 16 | -3 | 0 | -2 | 7 | -1.6 | 30 | 18
> Cc1ccccc1N1C(=O)c2cccc3cccc(c23)C1=O
→ 15 | 9 | 2 | 2 | -2 | 14 | -0.8 | 3 | 40
> COc1ccc2[nH]c(=O)c(CN(C(=O)C3CCCO3)c3ccc(C)cc3)cc2c1 (centres undefined)
→ 8 | -1 | -2 | 0 | -1 | 3 | 0.3 | 0 | -10

The list goes on:
molecule	Mdm2 MdmX PPI	NALP3 yeast inh	APJ agonist	NR3A LBD binder	UPR XBP1 act	TIM10 inh	CHOP UPR activ	tim10-1 inh	tim23-1 inh
C[C@H](C(=O)C=[N+]=[N-])N1C(=O)c2ccccc2C1=O	-26	-6	-1	.	-2	-3	1.8	7	7
O=C(N/N=C/c1cc2ccccc2nc1Cl)[C@H]1C[C@@H]1c1ccccc1	23	22	4	-2	2	-27	-1.4	18	10
NC(=O)C1CC(=O)N(c2ccc(OCC(=O)Nc3ccccc3F)cc2)C1 (centres undefined)	-32	-4	-2	-2	2	8	1.8	13	24
CN(C)S(=O)(=O)c1ccc(Cl)c(C(=O)Nc2ccccc2[N+](=O)[O-])c1	11	7	2	2	-2	1	-1.0	16	36
CC1(C)CC(=O)C(C(N)=NC(=O)c2ccc([N+](=O)[O-])cc2)=C(O)C1	-12	-8	4	0	-5	-7	2.2	1	4
COCCn1c(SCC(=O)N2CCCc3ccccc32)nc2ccccc2c1=O	13	11	-3	-1	2	-23	-2.4	7	31
N#Cc1nc(-c2ccc(F)cc2)oc1NCc1ccccc1	3	25	0	-7	1	-3	1.4	9	1
COCCNC(=S)NCc1cccs1	-11	11	-4	0	-2	2	2.0	-2	2
